Screening results (PubChem BioAssay)
GSK3B inh: blocks human GSK3beta kinase activity. P49841. activity score (negative = inhibition), % at 10 µM. GST-GSK3beta kinase, ADP-Glo luminescence, 60 min; active compounds read low. 300,000 compounds, 0.038% hits;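 active = more than half of replicate wells score below -50%, meaning over 50% inhibition versus plate controls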;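 also: 0% = median DMSO wells and -100% = median GW8510 positive control wells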
Target sequence (P49841 whole entry, looked up): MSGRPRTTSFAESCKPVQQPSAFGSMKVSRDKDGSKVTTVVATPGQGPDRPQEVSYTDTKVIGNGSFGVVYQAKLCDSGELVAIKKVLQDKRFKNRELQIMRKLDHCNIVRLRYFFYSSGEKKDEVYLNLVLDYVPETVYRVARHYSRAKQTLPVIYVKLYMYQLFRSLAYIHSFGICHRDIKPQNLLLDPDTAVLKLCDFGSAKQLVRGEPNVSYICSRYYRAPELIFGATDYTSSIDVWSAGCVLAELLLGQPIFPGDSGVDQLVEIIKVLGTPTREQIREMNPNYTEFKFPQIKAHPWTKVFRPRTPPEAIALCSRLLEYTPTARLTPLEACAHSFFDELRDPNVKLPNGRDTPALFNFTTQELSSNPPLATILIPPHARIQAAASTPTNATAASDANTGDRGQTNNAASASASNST
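test system = GST-tagged human GSK3beta kinase, cell-free | reagent = 25 µM ATP with peptide substrate | dosing = one dose of 10 µM per compound | schedule = 60 min reaction, RT | detection = luminescent ADP-Glo measurement of ADP formed | control set = DMSO neutral wells and GW8510 at 20 µM as positive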
PolyA inhibitor: yeast polyadenylation inhibition; calls only at 12 µM; 300,000 compounds, 0.02% hits; S. cerevisiae SKY197-pL101 polyadenylation reporter, beta-gal luminescence; efflux-impaired pdr1/pdr3 knockout yeast; score 100 = 6 SD above DMSO; AID 1875;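 active = lowest replicate activity score at least 50, where 100 means six control SD above control mean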;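 also: yeast exposed to compound for 9 h at 30 °C; higher score means more reporter readthrough which indicates perturbed polyadenylation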
aSyn 5UTR inh: MLPCN primary screen, SNCA 5' untranslated region | inhibition, % (tested at 7.5 µM) | 300,000 compounds, 0.82% hits | alpha-synuclein 5'UTR reporter, inhibitor activity; in the data active = inhibition above about 60%;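 also: H4 neuroglioblastoma cells stably carrying SNCA 5'UTR luciferase fusion; 0% = DMSO wells and 100% = positive control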
KLF5 inhibitor: inhibitors of KLF5 expression | AID 1700 | inhibition, % at 5 µM | DLD-1 KLF5 promoter-luciferase reporter, luminescence | 290,000 compounds, 0.23% hits;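 active = inhibition above a per-plate limit of that plate's mean compound inhibition plus 3 SD, cut at about 60% in these data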;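 also: 0% = DMSO wells and 100% = LY294002 at 200 µM; higher means less KLF5 promoter-driven luciferase light; inactives centre near -14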
GSK3 alpha inh: inhibitors of human GSK-3 alpha kinase; P49840; ADP-Glo luminescence, 60 min; inhibition, % at 10 µM; AID 2650; 320,000 compounds, 0.1% hits;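 in the data active = inhibition above about 50%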;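 also: GST-tagged GSK-3 alpha with peptide substrate and 25 µM ATP; 0% = DMSO neutral wells and 100% = GW8510 positive control wells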
Target sequence (P49840 whole entry, looked up): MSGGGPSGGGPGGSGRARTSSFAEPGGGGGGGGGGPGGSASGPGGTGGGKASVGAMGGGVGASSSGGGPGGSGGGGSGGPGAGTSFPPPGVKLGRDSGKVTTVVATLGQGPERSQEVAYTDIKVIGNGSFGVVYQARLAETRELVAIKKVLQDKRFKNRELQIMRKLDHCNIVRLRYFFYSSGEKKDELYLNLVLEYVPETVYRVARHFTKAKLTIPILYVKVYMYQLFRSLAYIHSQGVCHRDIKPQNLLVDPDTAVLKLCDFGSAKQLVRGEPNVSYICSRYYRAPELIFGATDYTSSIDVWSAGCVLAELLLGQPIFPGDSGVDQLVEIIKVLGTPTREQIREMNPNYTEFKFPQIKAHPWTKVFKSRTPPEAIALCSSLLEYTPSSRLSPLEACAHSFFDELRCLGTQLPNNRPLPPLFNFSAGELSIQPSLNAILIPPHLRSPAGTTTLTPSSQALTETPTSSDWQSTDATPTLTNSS
HSF1 activator: increases HSF-1 driven luciferase reporter signal; NIH3T3-HGL HSF-1 luciferase reporter, MG132, 8 h; 100% = twice DMSO control signal; activation, % at 9 µM; 300,000 compounds, 1.7% hits;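 active = mean replicate activation of at least 50% with a set share of replicates each reaching 50%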;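 also: 0% = median of the neutral control wells and 100% = twice that signal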
HSF1 inh: HSF1 inhibition; NIH3T3-HGL HSE-luciferase, MG132-induced, luminescence 8 h; active compounds read low; activity change, negative = inhibition, % at 7.5 µM (by protocol); 300,000 compounds, 0.77% hits; AID 2098;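 active = more than half of replicate wells show activity change below -50%, luminescence cut by over half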;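 also: luciferase reports HSF-1 transcriptional activity via heat shock element; 0% = median of DMSO wells and -100% = zero luminescence signal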
AI-2 QS mod: modulators of Vibrio harveyi AI-2 quorum sensing system. Vibrio harveyi JMH597 AI-2 luminescence/OD600 ratio, 9 h; active compounds read low; strain lacks LuxN and CqsS sensors; 0 = neutral-control median. activity change, % at 7.5 µM. 300,000 compounds, 0.4% hits. AID 2094; in the data active = activity change below about -75%, passing the limit was not always enough;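 also: luminescence divided by OD600 gain over 9 h not by final OD600 alone; inactives centre near 13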
IEC-6 tox: IEC-6 cytotoxicity, counter-screen for KLF5 inhibitors; luminescence viability; 290,000 compounds, 0.78% hits; inhibition, % at 5 µM; in the data active = inhibition above about 22%;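 also: 0% = plate median of test compound wells and 100% = cytotoxic reference compound wells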
HSP90 inh: inhibitors of HSP90 luciferase refolding in rabbit reticulocyte lysate; 290,000 compounds, 0.91% hits; inhibition, % at 5.6 µM; luciferase refolding luminescence, 3 h;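 active = inhibition above the screen-wide mean plus 3 SD, computed separately per campaign, cut at about 16% in these data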;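 also: 0% = DMSO wells and 100% = 60 µM geldanamycin wells; inhibitors lower the luminescence because luciferase stays unfolded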
* = called active by the depositor; i = inactive; · = no result given. An excerpt; count on the stated rates, not on these rows.

SMILES	GSK3B inh	PolyA inhibitor	aSyn 5UTR inh	KLF5 inhibitor	GSK3 alpha inh	HSF1 activator	HSF1 inh	AI-2 QS mod	IEC-6 tox	HSP90 inh
CC(=O)c1ccc(Nc2ccc([N+](=O)[O-])c3nonc23)cc1	1	i	-104	-10	4	8	10	28	3	-2
COc1ccc(Oc2ccc(/C=C/C(=O)c3ccc(O)cc3)cc2[N+](=O)[O-])cc1	26	i	-97	-10	-2	77*	34	-6	10	2
Cc1ccc(NC(=O)Nc2ccc3c(c2)OCO3)nc1	-2	i	-193	-75	-1	32	13	14	-5	-1
COc1ccc(-n2c(C)nn(C)c2=O)c(OC)c1	-3	i	14	-23	10	3	-8	15	-2	-1
COC(=O)c1c(NC(=O)CSc2nnc(Cn3nnc4ccccc43)n2C)sc(C)c1C	3	i	-3	-18	-2	37	9	9	4	5
O=C(Cc1ccccc1)Nc1ccc2oc(-c3cccnc3)nc2c1	3	i	-33	-40	-7	18	7	-6	-1	4
O=C(COC(=O)CNC(=O)c1ccco1)Nc1ccc(F)cc1	-2	·	10	-32	0	11	1	43	-2	1
COc1cccc(CN(C)C(=O)c2cc(-c3cccs3)nc3ccccc23)c1	0	i	-5	-27	-20	-10	-3	-2	2	4
O=C1CS/C(=N/N=C/c2c[nH]c3ccccc23)N1	-2	i	-19	-11	-3	15	-4	6	1	7
C=C(C)CSc1nc2c(c(=O)[nH]c(=O)n2C)n1CCC(C)C	0	i	34	-11	0	4	-5	0	-6	-4
Cc1ccc(C2c3c(oc4ccc(Cl)cc4c3=O)C(=O)N2CCCN2CCOCC2)o1 (stereo unspecified)	-1	i	-16	-18	0	15	-2	24	-7	1
Cc1oc(-c2ccc(Cl)cc2)[n+]([O-])c1C	-2	i	0	-15	-1	-15	-2	6	4	3
CC(=O)c1ccc(NC(=O)C(Cc2ccccc2)n2cccc2)cc1 (stereo unspecified)	2	i	-9	-35	-4	-1	-4	14	-2	0
CCN(CC)CCNC(=O)C(=O)Nc1cc2c3c(c1)CC(=O)N3CCC2	-1	i	-2	-31	0	-10	-7	14	5	-1
CC/C(=N\NC(=O)c1ccoc1C)c1ccc(C)o1	0	i	-155	-96	0	38	15	20	0	2
COc1ccc(C(=O)NCc2nnc(SCC(=O)N3CCOCC3)o2)cc1OC	-1	i	-14	-4	-1	-9	2	20	-4	-4
FC(F)(F)c1cccc(Sc2cc(C(F)(F)F)nc(-c3ccccn3)n2)c1	-7	i	-18	-16	-3	15	12	8	-4	-5
Cc1ccccc1NC(=O)c1ccc(F)c(S(=O)(=O)NCC2CCCO2)c1 (stereo unspecified)	0	i	6	-24	1	8	0	-8	0	-2
O=C(Nc1ccon1)c1cc2ccccc2oc1=O	-1	i	-34	-18	-1	14	1	6	8	1
CCNc1nc(NCC)n2c(SCC(=O)c3ccccc3Cl)nnc2n1	3	i	8	27	1	32	11	31	-4	2
O=C(CNc1cc(S(=O)(=O)N2CCOCC2)ccc1NCC1CCCO1)Nc1ccc(F)c(F)c1 (stereo unspecified)	0	i	5	-9	-3	-7	-3	0	7	2
CC(C)(C)C1CCc2c(sc(NC(=O)c3cccs3)c2C(N)=O)C1 (stereo unspecified)	-5	i	-158	33	-8	-50	-46	-4	3	7
O=C(c1cccc(NS(=O)(=O)c2ccc(F)cc2)c1)N1CCN(c2ccccc2)CC1	5	i	0	·	·	11	8	39	·	·
CCCCNC(=O)CSc1nc2ccc(N3CCOCC3)cc2c(=O)n1CCc1ccccc1	-4	i	-92	-22	2	20	9	30	-5	1
CCCCN1C(C(=O)Nc2ncccn2)=C(O)c2ccccc2S1(=O)=O	1	i	11	-19	-5	-12	3	9	-2	0
O=C(Cc1ccccc1)NC(=S)Nc1cc(C(F)(F)F)ccc1Cl	3	i	11	-26	0	19	1	-2	-9	-2
Cc1ccc(S(=O)(=O)N2CCN(CCO)CC2)cc1-c1nnc2c3ccccc3c(C)nn12	-3	i	16	-7	-2	-6	2	14	-5	-1
Cc1ccc(NC(=O)CN2CCc3cc4c(cc3C2C)OCCCO4)cc1C (stereo unspecified)	6	i	-7	-26	-4	-3	0	11	-4	0
NS(=O)(=O)c1ccc(CCNC(=O)CN2CCN(c3ccc(F)cc3)CC2)cc1	-2	i	1	-5	-1	-2	-4	-15	0	-3
FC(F)(F)c1cc(CCN2C(=S)NC[C@@H]2CC2CCCCC2)cc(C(F)(F)F)c1	1	i	14	·	2	4	-4	18	·	·
Cc1nc([N+](=O)[O-])c(N2CCN(C)CC2)n1Cc1ccccc1	0	i	10	-23	0	4	-4	6	-2	-1
CS(=O)(=O)c1ccc(CNC(=O)C2(C(F)(F)F)C/C(=C\Cc3ccccc3)CCCO2)cc1 (stereo unspecified)	-8	i	0	·	0	-11	-5	9	·	·
CN1CCN(CCCNC(=O)c2ccc(NC(=O)C3=CSCCO3)cc2)CC1	5	i	11	-28	-2	7	2	4	-1	0
O=C(O)C1Cc2[nH]cnc2C(c2ccc(F)cc2)N1 (stereo unspecified)	-1	i	6	-32	1	-7	-3	4	-2	1
CCOc1cc(S(=O)(=O)n2ccnc2)ccc1Cl	3	i	28	11	-5	6	2	16	5	0
CN1C(=S)SC(/[N+]([O-])=C/c2ccc(Cl)cc2)C1(C)C (stereo unspecified)	7	i	-8	-33	-4	-2	-6	23	2	-1
COc1ccc(S(=O)(=O)N2CCN(CCc3ccccc3)CC2)cc1	2	i	-5	-29	-1	2	-7	29	1	-1
COc1cc(/C=N/n2c(-c3cc(C)[nH]n3)n[nH]c2=S)ccc1O	-2	i	-4	-10	10	-12	-3	30	-3	-4
CCN1C(=O)C(CC(=O)Nc2ccccc2Cl)N(NC(=O)c2cccc(F)c2)C1=S (stereo unspecified)	-8	i	-15	4	-4	22	3	0	4	7
CN(C)S(=O)(=O)n1cc(/C=C(\NC(=O)c2ccccc2)C(=O)NCCN2CCOCC2)c2ccccc21	-3	i	9	1	4	9	-1	2	7	3
CC1=CC=CN2CC(O)CN=C12 (stereo unspecified)	2	i	14	-23	2	1	-5	14	5	0
COc1ccccc1CNC(=O)c1cc(=O)c2ccccc2o1	1	i	-15	-1	-2	7	10	29	-12	2
Cc1cccc(C(=O)NC2CC(C)(C)NC(C)(C)C2)c1	-4	i	-6	14	-2	-13	-4	-2	2	-2
O=C(CSc1nnc(COc2ccc(Cl)cc2)o1)N1CCCC1	-2	i	12	-8	-1	12	-1	28	-4	-6
COc1cc(C(=S)N2CCCC2)cc(OC)c1OS(=O)(=O)c1ccc(NC(C)=O)cc1	2	i	-24	-14	-3	11	-7	0	0	-4

3 entries already listed, ordered by their value in aSyn 5UTR inh, smallest number first:
Compound | aSyn 5UTR inh
O=C(O)C1Cc2[nH]cnc2C(c2ccc(F)cc2)N1 (stereo unspecified) | 6
Cc1nc([N+](=O)[O-])c(N2CCN(C)CC2)n1Cc1ccccc1 | 10
O=C(CSc1nnc(COc2ccc(Cl)cc2)o1)N1CCCC1 | 12

Next part:
SMILES	GSK3B inh	PolyA inhibitor	aSyn 5UTR inh	KLF5 inhibitor	GSK3 alpha inh	HSF1 activator	HSF1 inh	AI-2 QS mod	IEC-6 tox	HSP90 inh
CCOc1ccc(-c2nc(CSc3nnc(N)s3)cs2)cc1OC	0	i	-11	-52	·	22	9	29	2	-7
COc1ccc(-c2c(-c3ccc(O)cc3O)n[nH]c2C(F)(F)F)cc1	2	i	4	-20	2	-4	-2	14	-2	0
COc1ccc(NC(=O)c2cn(CCC#N)nc2-c2cccs2)cc1	2	i	2	-3	11	10	7	11	1	-4
COc1cc(OC)cc(OCC(O)Cn2cnc(-c3ccccc3)c2)c1 (stereo unspecified)	3	i	10	22	-4	-31	-21	13	-4	7
Cc1ccnc(NS(=O)(=O)c2ccc(NC(=O)c3snnc3C)cc2)n1	7	i	7	21	-4	-1	3	16	-1	-1
CCN1CCN(CCCNC(=O)C(=O)c2c(C)[nH]c3ccccc23)CC1	2	i	12	-25	2	4	0	27	2	0
Cc1cc(C)c2cc(C#N)c(NCCNC(=S)NCCCN3CCOCC3)nc2c1	0	i	37	-7	0	0	-1	1	8	-10
COc1cc(/C=C/C(=O)OCC(=O)Nc2c(C)n(C)n(-c3ccccc3)c2=O)ccc1O	2	i	-5	-7	-1	-1	2	9	0	-4
COc1cccc(-c2c(C(=O)N/N=C/c3ccc(C)o3)nnn2-c2nonc2N)c1	3	i	-14	-23	·	14	-3	16	9	-1
CCOc1ccccc1NC(=O)c1ccc2nc[nH]c2c1	-7	i	-10	-24	-1	3	0	24	-6	0
CCOC(=O)Cn1nc(-c2ccc(Cl)cc2)ccc1=O	1	i	7	-26	-7	-14	-4	25	-3	-2
CCN(CC)C(=O)c1cccc(NC(=O)c2ccc3c(=O)n4c(nc3c2)CCC4)c1	-5	i	-7	·	-3	-6	1	16	·	·
COc1ccc(CN2CCOCC2)cc1Br	2	i	8	-6	-1	-6	-5	22	-1	-1
O=C(CCSCCC(=O)NCCN1CCOCC1)NCCN1CCOCC1	2	i	14	-22	-1	8	0	-2	-1	-1
O=C(Nc1ccccc1SCC1CSc2nc3ccccc3c(=O)n21)c1ccccc1 (stereo unspecified)	2	i	25	8	-7	2	-9	21	50*	1
COC(=O)c1ccc(CN2CCN(CC(C)C)C(CCO)C2)cc1 (stereo unspecified)	0	i	-12	6	-1	28	7	4	0	4
COc1ccc(Cl)c(S(=O)(=O)N2CCCC2)c1	2	i	12	5	0	-4	4	-4	-4	1
COC(=O)c1ccc(N2CCN(C)CC2)c(NC(=O)COc2ccc(OC)cc2)c1	1	i	-68	-27	0	10	1	-1	1	1
CNC(=O)CN1C(=O)CSc2nc(C)cc(C)c21	3	i	-16	4	1	-7	-8	11	4	-1
O=C(CCn1cncn1)N1CCCC(N2CCN(c3ccc(F)cc3)CC2)C1 (stereo unspecified)	4	i	-2	-31	-1	8	0	22	3	-6
COc1ccc(NC(=O)NCc2ccco2)cc1OC	1	i	8	-4	0	·	·	16	-2	1
Cc1nc(SCc2ccc(C(=O)O)cc2)nc2c1CCCC2	2	i	47	4	-3	-20	-12	26	8	-3
CCOC(=O)C1=C(C)NC(=S)NC1c1ccsc1 (stereo unspecified)	-2	i	4	-20	-1	-74	-67*	-13	3	-5
Cc1cc(=O)[nH]c(-n2nc(C)cc2C)n1	2	i	9	2	0	3	2	-36	6	-8
COC(=O)c1ccc(CO/N=C/c2ccc(OC)cc2OC)cc1	1	i	16	-8	-1	5	-1	21	-9	0
Cc1c(CCC(=O)N[C@@H](CC(C)C)C(=O)O)c(=O)oc2c(C)c3oc4c(c3cc12)CCCC4	-24	i	4	-24	-1	-26	-9	18	-5	0
COc1cccc(CNc2nc3nc4c(c(=O)n3[nH]2)CCC4)c1	0	i	-1	-23	-1	10	1	-1	-4	0
OCCC1CN(Cc2cccn2-c2cccnc2)CCN1CCc1ccccc1 (stereo unspecified)	1	i	-15	-43	1	16	-9	32	-1	3
COC(=O)c1ccc(Cl)cc1N(Cc1c(F)cccc1Cl)S(C)(=O)=O	4	i	10	-1	0	24	-6	14	2	4
